TLR4 MyD88 comp: inhibitors of TLR4-MyD88 association in cells, primary screen, cell-based, HeLa CL3-4, BLA complementation, FRET ratio. Toll-like receptor 4 (Homo sapiens) + Myeloid differentiation primary response protein …. HeLa CL3-4 TLR4/MyD88 BLA complementation. inhibition, % at 8.4 µM. actives 0.18% (n = 200,000); in the data active = inhibition above about 25%;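 note: 0% = vehicle and 100% = reference inhibitor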
S1P3 antag: S1P3 receptor antagonists, primary screen, cell-based | Sphingosine 1-phosphate receptor 3 (Homo sapiens), Q99500 | CHO S1P3 NFAT-BLA reporter, FRET fluorescence, antagonist mode | inhibition, % at 4.98 µM | actives 0.27% (n = 170,000) | AID 485, 2006;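 active = inhibition above the plate cutoff, the mean inhibition of test wells on that plate plus 3 SD, cut at about 28% in these data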;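 note: cells challenged with S1P at its EC80 of 0.8 µM; blue over green emission ratio from cleaved BLA substrate after 4 h stimulation; 0% = S1P-stimulated wells and 100% = unstimulated DMSO-only wells; some compounds past the cut are filed as inactive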
Target sequence (Q99500 whole entry, looked up): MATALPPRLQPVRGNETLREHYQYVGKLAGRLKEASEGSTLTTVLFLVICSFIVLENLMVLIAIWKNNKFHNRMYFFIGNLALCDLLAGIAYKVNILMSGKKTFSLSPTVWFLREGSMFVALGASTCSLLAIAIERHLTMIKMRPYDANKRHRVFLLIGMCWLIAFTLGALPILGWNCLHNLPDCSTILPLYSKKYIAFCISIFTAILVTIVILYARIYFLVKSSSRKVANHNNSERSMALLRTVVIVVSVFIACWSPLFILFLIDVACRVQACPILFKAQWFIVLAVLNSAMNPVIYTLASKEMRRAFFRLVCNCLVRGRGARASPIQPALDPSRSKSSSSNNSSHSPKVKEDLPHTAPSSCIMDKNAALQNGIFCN
PPARg SRC-2 ag: agonists of PPARg-SRC-2 recruitment, primary screen, biochemical, HTS. Peroxisome proliferator-activated receptor gamma (Homo sapiens), P37231. PPARgamma LBD-SRC-2 recruitment. activation, % at 8 µM. actives 0.34% (n = 200,000). AID 1032, 2008; in the data active = activation above about 22%;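 note: 0% = vehicle and 100% = reference agonist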
Target sequence (P37231 whole entry, looked up, the tested form may be a part): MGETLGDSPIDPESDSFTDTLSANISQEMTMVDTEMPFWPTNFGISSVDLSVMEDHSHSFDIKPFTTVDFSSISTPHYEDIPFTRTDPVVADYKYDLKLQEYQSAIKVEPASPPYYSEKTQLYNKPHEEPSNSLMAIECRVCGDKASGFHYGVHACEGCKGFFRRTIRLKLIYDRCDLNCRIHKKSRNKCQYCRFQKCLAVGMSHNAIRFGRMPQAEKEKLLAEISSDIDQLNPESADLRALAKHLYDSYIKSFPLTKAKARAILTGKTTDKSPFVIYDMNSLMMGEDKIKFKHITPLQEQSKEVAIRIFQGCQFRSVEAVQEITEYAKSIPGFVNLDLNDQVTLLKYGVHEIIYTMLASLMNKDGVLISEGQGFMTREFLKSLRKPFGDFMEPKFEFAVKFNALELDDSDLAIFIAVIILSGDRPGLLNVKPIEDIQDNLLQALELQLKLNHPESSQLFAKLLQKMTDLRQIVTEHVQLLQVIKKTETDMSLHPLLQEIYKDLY
SRC2 TRFRET art: TR-FRET signal artefacts, primary screen, artefact control for PPARgamma SRC-2 agonist project, biochemical; TR-FRET ratio at 8 µM; actives 0.4% (n = 200,000); AID 1049, 2008; TR-FRET artefact counter-screen; stronger effect = higher value; in the data active = TR-FRET ratio above about 2000; note: inactives centre near 1500
STAT3 activator: IL-6 driven STAT3 reporter potentiators, primary screen, U3A cells, luciferase, luminescence, MLSCN library | IL-6 STAT3-luciferase reporter; 100% = signal with IL-6 EC80 alone | activation (% of control), % at 5.6 µM | AID 871, 2007 | actives 0.91% (n = 190,000);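 active = activation above the screen-wide mean of compound activation plus 3 SD, cut at about 130% in these data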;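 note: 0% = background luminescence of wells with medium and substrate only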
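System – human U3A cells carrying STAT3-luciferase construct · Probe or stimulus – Interleukin-6, 33 ng/mL · Schedule – compound 1 h, then IL-6 6 h at 37 °C · Signal – luminescence from STAT3-driven luciferase reporter · Evaluation – percent of IL-6-only median luminescence · Benchmarks – IL-6-only high control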
ROMK primary: ROMK potassium channel modulators, primary screen, cell-based, thallium flux, MLSMR library; ATP-sensitive inward rectifier potassium channel 1 (Homo sapiens), P48048; Tet-inducible ROMK, thallium flux fluorescence; actives lie on both sides; B-score at 10 µM; actives 2% (n = 130,000); AID 1918, 2009;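 active = signal ratio slope over the read window, or its plate-corrected B-score, at least 3 SD from the plate mean, either direction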;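 note: B-score of the F/F0 ratio slope over 7 to 12 s after thallium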
STAT3 blocker: IL-6 driven STAT3 reporter inhibitors, primary screen, U3A cells, luciferase, luminescence, MLSCN library; IL-6 STAT3-luciferase reporter; host cell line lacks STAT1; inhibition, % at 5.5 µM; actives 0.89% (n = 190,000);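 active = inhibition above the mean inhibition across all screened compounds plus 3 SD, cut at about 44% in these data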;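 note: 0% = DMSO only wells and 100% = 100 µM nifuroxazide control wells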
PPARg SRC-1 ag: PPARgamma agonists recruiting SRC-1 coactivator, primary screen, biochemical; Peroxisome proliferator-activated receptor gamma (Homo sapiens), P37231; PPARgamma-SRC-1 coactivator recruitment biochemical assay; activation, % at 8 µM; actives 0.41% (n = 200,000); AID 631, 2007; in the data active = activation above about 19%;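 note: 0% = DMSO and 100% = reference agonist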
PPARg SRC-3 ag: PPARgamma agonists recruiting SRC-3 coactivator, primary screen, biochemical. Peroxisome proliferator-activated receptor gamma (Homo sapiens), P37231. actives 0.26% (n = 200,000). biochemical PPARgamma/SRC-3 coactivator recruitment assay. AID 731, 2007. activation, % at 8 µM; in the data active = activation above about 23%;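 note: 0% = DMSO and 100% = reference agonist; some compounds past the cut are filed as inactive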
RAM network inh: inhibitors of the yeast RAM network, primary screen, dse1pr::URA3 reporter, 5-FOA selection; S. cerevisiae dse1pr::URA3 reporter, 5-FOA growth OD615, 2 d; analog-sensitive cbk1-as2 kinase mutant strain; inhibition, % at 50 µM; actives 1.8% (n = 190,000);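 active = inhibition above a set limit, 3 SD over mean compound inhibition, cut at about 8.4% in these data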;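 note: 0% = DMSO-only wells with no growth and 100% = 10 µM 1-NA-PP1 full growth; inhibition rescues growth on 5-FOA so higher OD means more RAM inhibition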
STAT1 inh: STAT1 signaling inhibitors, primary screen, cell-based, HTS, luciferase reporter | NIH 3T3 STAT1-luciferase reporter, IFN-gamma, luminescence | inhibition, % at 5.5 µM | actives 0.35% (n = 200,000);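 active = inhibition above a set limit, the mean inhibition across all tested compounds plus 3 SD, cut at about 34% in these data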;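 note: 0% = IFN-gamma with DMSO and 100% = IFN-gamma with 300 µM nifuroxazide; values of inactives mirror those of a sister screen read the other way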
Active calls of the source: *; x = not tested or not shown.

SMILES	TLR4 MyD88 comp	S1P3 antag	PPARg SRC-2 ag	SRC2 TRFRET art	STAT3 activator	ROMK primary	STAT3 blocker	PPARg SRC-1 ag	PPARg SRC-3 ag	RAM network inh	STAT1 inh
O=C(NC1CCCCC1)C1CCCN(S(=O)(=O)c2cccs2)C1 (stereo not drawn)	-1.2	-2.0	-9.8	1679	101.7	x	3.0	10.1	9.2	0.8	-0.5
COc1ccccc1Nc1nc(N)nc(CN2CCC(Cc3ccccc3)CC2)n1	-26.8	8.4	-7.1	1446	100.8	x	1.7	-1.7	0.9	1.6	-2.7
CN1CCN(C(=O)Nc2ccccc2CC[N+](=O)[O-])CC1	4.4	6.8	-1.8	1707	115.8	0.0227	-10.1	1.4	0.7	-0.8	9.0
CC(=O)c1ccc(N2CC(C)(C)C2=O)cc1	4.0	-0.7	9.5	1527	94.2	x	10.4	7.9	8.0	2.3	1.8
COc1ccc(/C=c2\sc3nc(-c4ccccc4)c(-c4ccccc4)n3c2=O)cc1OC	5.5	x	8.9	1387	98.2	0	2.8	4.9	12.3	1.7	3.8
COc1cccc(NC(=O)COC(=O)CNS(=O)(=O)c2c(F)cccc2F)c1	2.2	0.8	-4.1	1512	97.0	x	-1.5	-3.6	-8.8	-1.1	1.0
COC(=O)c1c(NC(=O)/C=C/C(=O)O)sc(C)c1-c1ccc(C(C)C)cc1	5.7	-5.5	7.7	1576	99.0	0.486	5.9	7.9	0.8	3.0	8.8
Cc1ccc(-n2nc3c(c2NC(=O)c2ccc4c(c2)OCO4)CSC3)cc1	1.1	x	-0.6	1638	94.7	x	9.2	8.9	8.0	2.5	1.1
C=C(C)C1CC=C(C)/C(=N/NC(=O)c2ccc(NC(=O)CC)cc2)C1 (stereo not drawn)	-0.9	x	5.7	1636	93.6	0.647	8.0	3.7	-3.3	1.3	2.4
Cn1c(=O)c2c(nc(CN3CCN(c4ccccc4)CC3)n2Cc2ccccc2Cl)n(C)c1=O	2.5	-16.4	0.3	1468	105.0	-0.162	-3.8	15.3	15.2	0.6	-3.5
CC(C)n1nc(C(=O)OCC(=O)N2CC(=O)Nc3ccccc32)c2ccccc2c1=O	7.5	-14.1	11.0	1667	99.1	-0.46	7.8	2.0	0.7	1.1	28.9
COC(=O)CSc1nnc(NC(=O)/C=C\c2ccc3c(c2)OCO3)s1	8.1	-0.5	-1.0	1592	92.6	-0.0813	10.8	3.2	3.9	5.4	-0.5
CN(C)S(=O)(=O)c1cccc(C(=O)Nc2ccccc2[N+](=O)[O-])c1	-2.0	0.1	-1.3	1677	109.0	0.342	-7.9	-2.8	3.0	1.9	-5.6
CCOc1ccc(C(=O)Nc2cnn(Cc3ccc(Cl)c(Cl)c3)c2)cc1	-7.1	x	2.1	1505	85.2	x	20.3	2.8	20.6	3.8	5.5
O=C(NC12CC3CC(CC(C3)C1)C2)N1CCC(n2nnc3ccccc32)CC1	7.6	-30.3	0.6	1631	92.2	x	15.2	-4.0	-5.6	4.6	-4.2
C=CCNC(=O)c1ccc(CNS(=O)(=O)c2ccc(NC(C)=O)cc2)cc1	-11.6	x	4.2	1793	99.2	0.588	1.3	-1.2	2.2	-0.1	0.9
Cc1ccc(C2C=C(c3ccccc3)Nc3nc(N4C(=O)CCC4=O)nn32)cc1 (stereo not drawn)	23.1	6.8	-7.5	1411	88.7	-0.516	17.3	3.1	-2.2	1.6	1.4
CCCCC(=O)Nc1ccc(C(=O)N(CC)c2ccccc2C)cc1	3.7	0.9	-3.5	1497	104.9	0.068	4.0	-4.0	-3.4	2.9	4.1
COC(=O)Cn1ncc2c3ccccc3n(C)c2c1=O	-1.4	-7.3	1.5	1598	94.5	1.19	10.3	-0.3	1.8	1.2	-13.2
Cc1nc(Cl)c2c(n1)N(CC(N)=O)C(=O)CO2	-14.2	4.5	-3.9	1320	104.2	-0.456	-2.2	-3.9	-1.9	3.8	-2.9
O=C1OCCC1Sc1nc2ccccc2c(=O)n1Cc1ccc(F)cc1 (stereo not drawn)	7.0	0.8	2.9	1549	99.6	0.135	-1.1	-0.3	-1.1	4.3	3.6
CC(=O)c1ccc(NC(=S)N2CCN(CCN3C(=O)c4cccc5cccc(c45)C3=O)CC2)cc1	0.7	-0.2	4.2	1399	95.7	-0.845	7.4	4.0	0.4	-0.5	2.9
CCOC(=O)c1sc(NC(C)=O)c(C(=O)OCC)c1C	-6.0	-15.3	-4.2	1635	76.7	-0.414	29.0	1.4	3.6	2.0	9.5
CCOC(=O)c1cnn2c(C)cc(-c3ccccc3)nc12	-9.6	-12.5	4.5	1491	105.0	0.925	-3.4	-2.3	-8.8	0.5	-20.2
Cc1cc(Cl)c(OCCOCCN2CCC(C)CC2)c(Br)c1	-8.0	0.5	-2.7	1432	106.3	-1.73	-10.4	-2.2	-6.3	0.1	-4.3
c1ccc(-c2ncnc3cc4n(c23)CCC4)cc1	-9.0	x	7.8	1662	97.6	-0.643	6.0	4.4	4.8	1.9	0.8
CN(CC1CCCO1)S(=O)(=O)c1ccc(C(=O)N2CCN(c3ccccc3)CC2)cc1 (stereo not drawn)	-9.1	-1.0	-5.2	1693	101.3	x	1.9	3.8	1.8	3.6	-2.5
CC1CC(C)(C)CC2(C1)NC(=O)N(CC(=O)NCCc1c[nH]c3ccccc13)C2=O (stereo not drawn)	-6.0	-21.6	5.4	1507	97.9	-0.0147	4.7	1.7	4.0	1.7	1.3
C=CCNC(=S)NNC(=O)COc1cccc(Cl)c1	21.6	x	1.6	1536	99.9	x	11.4	-5.1	-7.9	0.7	0.0
CCCCN(C)C(=O)c1nc2ccccn2c1CN1CCC[C@H]1C(=O)OC	-1.1	-0.1	6.6	1579	90.6	0.324	15.1	4.2	2.4	0.9	4.2
Cc1ccc(CC(=O)NCCCn2ccnc2)cc1	-20.9	-5.8	-0.4	1397	99.7	-0.996	2.4	2.3	-2.8	0.9	-0.8
Cc1ccccc1-n1c(SC2CCOC2=O)nnc1-c1ccncc1 (stereo not drawn)	-9.4	-12.7	12.2	1756	92.5	-0.777	11.3	14.1	1.9	0.3	3.9
CCOc1ccc(Br)cc1S(=O)(=O)Nc1ccc(NC(=O)c2ccccc2F)cc1	1.5	11.6	4.9	1758	104.6	0.269	-1.4	2.5	3.2	2.4	-3.8
O=C(c1ccco1)N1CCN(S(=O)(=O)c2ccc3[nH]c(=O)oc3c2)CC1	-6.4	x	-0.6	1685	105.5	x	-4.0	6.0	-1.4	0.0	-0.7
COc1ccccc1-c1cc(C(=O)N2CCN(c3ccc(F)cc3)CC2)no1	10.1	9.8	9.0	1436	95.1	x	9.7	12.0	-1.7	9.4*	-1.3
O=C1c2ccccc2S(=O)(=O)N1Cc1nc2ccccc2s1	-6.0	-26.4	8.8	1619	49.5	x	61.4*	10.5	14.1	1.0	51.9*
COc1ccc(CC(=O)OCC(=O)Nc2ncc(Cl)cc2Cl)cc1OC	-6.8	x	1.9	1608	102.7	0.124	3.8	2.1	-8.0	-0.3	0.8
Cc1cc(C)c2nc(N3CCC(C(=O)N4CCN(C(=O)c5ccco5)CC4)CC3)sc2c1	-10.4	x	-1.2	1642	89.7	x	14.0	2.6	-1.6	-0.7	9.2
CCCC(=O)OCC(=O)Nc1cc([N+](=O)[O-])ccc1OC	1.9	-9.9	1.8	1723	106.7	0.615	-0.8	3.6	-4.3	1.0	-8.9
CCOC(=O)C(Cc1ccccc1)C(=O)Nc1cccc2ccccc12 (stereo not drawn)	-7.6	-6.2	2.2	1780	103.0	-1.15	-1.3	4.5	4.8	1.1	0.3
CCc1nc(-c2ccccc2)cc(=O)[nH]1	2.5	x	0.0	1367	107.7	-0.47	-2.7	4.7	0.8	1.8	5.2
CCOC(=O)N1CCC(NC(=O)c2cc(S(=O)(=O)N3CCc4ccccc43)cn2C)CC1	-4.1	10.8	1.1	1530	93.3	x	8.6	4.3	1.4	3.5	1.1
CCOC(=O)CN1C(=O)S/C(=C/c2ccc(N3CCCCC3)o2)C1=O	2.4	x	0.0	1562	89.6	0.0608	18.1	-1.6	10.9	1.4	0.2
Cc1ccc(C(=O)Nc2ccc(Cc3ccncc3)cc2)cc1[N+](=O)[O-]	1.1	x	8.8	1524	82.9	-1.25	27.4	-6.2	-0.2	-0.5	1.4
Cn1c(SCC(=O)c2c(N)n(C)c(=O)n(C)c2=O)nnc1-c1ccccc1	-22.0	-19.1	2.3	1765	98.0	0.979	2.3	5.0	3.2	3.1	-8.5
COc1ccccc1CC(=O)NNS(=O)(=O)c1ccccc1[N+](=O)[O-]	0.4	-9.2	3.9	1530	103.5	x	-1.8	-1.4	1.5	0.0	1.8
COc1ccc(C(=O)c2cnc3ccccc3c2-c2ccccc2)cc1	-12.9	x	6.3	1513	93.6	-0.964	15.1	-1.2	3.8	-0.3	2.1
CC(C)CCNC(=O)C(C)N(Cc1ccc(F)cc1)C(=O)c1ccc(CN2CCOCC2)o1 (stereo not drawn)	-5.6	-1.9	1.4	1661	104.4	0.325	0.8	5.4	2.2	1.8	-2.8
CC(=O)c1sc(NC(=O)c2ccc(C)cc2)nc1C	3.5	x	-4.2	1491	74.0	x	33.2	0.8	1.9	6.8	-67.1
COc1ccc(CCn2c(C)cc3c(c2=O)C(c2ccncc2)C(C#N)=C(N)O3)cc1OC (stereo not drawn)	-0.6	-23.6	-4.6	1553	109.4	x	-8.2	-7.2	4.8	0.3	1.8

Bioassay records: PubChem, several laboratories
